All columns: NCI-60 one-dose screen, growth in % after 48 h at 10 µM unless noted; 100 = growth as untreated, 0 = no growth, -100 = all killed.
SR: SR leukemia cells | AID 1794780 | 8.7% of 73,000 active
CCRF-CEM: CCRF-CEM leukemia. 7% of 77,000 active
HOP-62: HOP-62 NSCLC; 3.9% of 80,000 active; AID 1794735
K-562: K-562 leukemia; 7.4% of 78,000 active
MOLT-4: MOLT-4 leukemia cells; AID 1794779; 6.9% of 80,000 active
MDA-MB-435: MDA-MB-435 melanoma. 7.8% of 82,000 active. AID 1794794
MDA-MB-468: MDA-MB-468 breast cancer; 8.5% of 78,000 active
RPMI-8226: RPMI-8226 leukemia cells | 7.5% of 77,000 active
* = called active by the depositor; . = not tested or not shown; & = joins results of further samples. Rule for the calls: active = growth percent below 10; inactive = the rest. Compounds were not picked by outcome; 15% or so of the library scored in one or more.

SMILES	SR	CCRF-CEM	HOP-62	K-562	MOLT-4	MDA-MB-435	MDA-MB-468	RPMI-8226
COc1ccc2c(c1)Sc1c(ccc3ccccc13)N2CCCN(C)C	98.7	86.2	65.0	83.7	78.3	102.9	82.1	71.3
CC1=CCC23CCC4C(C)(C)CCC[C@]45C[C@]24C1C[C@@H]1C(C)(C)OC(=C(C(C)C)C3=O)[C@@]14O5 (some centres undefined)	86.7	57.7	88.8	96.7	71.8	108.8	96.4	81.2
COc1ccc2c(c1OC)C(=O)O[C@H]2[C@H]1c2c(cc3c(c2OC)OCO3)CCN1C	.	100.9	98.1	66.4	116.3	54.1	90.3	107.4
O=c1cc(-c2ccccc2)oc2cccc(O)c12	85.2	140.4	97.7	99.4	97.5	107.6	90.6	106.5
N#CCCN(CCC#N)S(=O)(=O)c1ccc(Nc2ccc(O)c3c2C(=O)c2ccccc2C3=O)cc1	53.6	68.5	82.9	75.9	31.1	105.4	52.9	68.5
OCCN1CCOCC1	104.4	107.9	103.6	113.9	104.1	115.7	117.0	107.0
CCN(CC)CCN1C(=O)c2cccc3c(-c4ccc(-c5nc6c7ccccc7c7ccccc7c6[nH]5)cc4)ccc(c23)C1=O	52.0	76.9	107.5	69.0	73.5	104.6	107.1	84.6
CCOc1ccc2nc(N3CN(c4cc(OC)c(OC)c(OC)c4)c4ncccc4C3=O)sc2c1	.	.	106.9	.	.	101.2	95.9	74.5
CN(C)c1ccc(/C=C/c2ccnc3c(O)cccc23)cc1	-11.1*	6.8*	20.3	5.9*	-13.2*	18.6	.	1.9*
CCOC(=O)c1c(C)cc(=O)oc1C	92.0	100.3	97.2	89.0	101.4	.	105.1	97.9

Four entries from above, as labelled records.
Compound: CCOC(=O)c1c(C)cc(=O)oc1C
  SR: 92.0 | CCRF-CEM: 100.3 | HOP-62: 97.2 | K-562: 89.0 | MOLT-4: 101.4 | MDA-MB-435: . | MDA-MB-468: 105.1 | RPMI-8226: 97.9

Compound: N#CCCN(CCC#N)S(=O)(=O)c1ccc(Nc2ccc(O)c3c2C(=O)c2ccccc2C3=O)cc1
  SR: 53.6 | CCRF-CEM: 68.5 | HOP-62: 82.9 | K-562: 75.9 | MOLT-4: 31.1 | MDA-MB-435: 105.4 | MDA-MB-468: 52.9 | RPMI-8226: 68.5

Compound: COc1ccc2c(c1)Sc1c(ccc3ccccc13)N2CCCN(C)C
  SR: 98.7 | CCRF-CEM: 86.2 | HOP-62: 65.0 | K-562: 83.7 | MOLT-4: 78.3 | MDA-MB-435: 102.9 | MDA-MB-468: 82.1 | RPMI-8226: 71.3

Compound: CN(C)c1ccc(/C=C/c2ccnc3c(O)cccc23)cc1
  SR: -11.1* | CCRF-CEM: 6.8* | HOP-62: 20.3 | K-562: 5.9* | MOLT-4: -13.2* | MDA-MB-435: 18.6 | MDA-MB-468: . | RPMI-8226: 1.9*

(continued)
SMILES	SR	CCRF-CEM	HOP-62	K-562	MOLT-4	MDA-MB-435	MDA-MB-468	RPMI-8226
CN(C)c1ccc(CNC(C(=O)c2ccccc2)c2ccccc2)cc1 (centres undefined)	90.8	90.9	75.5	94.8	94.9	106.8	.	94.4
CCSc1nc(O)cc(=O)[nH]1	96.1	97.3	106.3	98.7	99.7	101.9	78.9	100.6
Cc1cc(O)cc(-c2nn(C)cc2-c2cc(NC[C@@H](C)O)nc(-c3cccnc3)n2)c1	76.5	87.7	98.3	94.5	105.4	93.0	76.1	84.2
Cc1cc(Nc2ccc(Cl)cc2)n2nc(C(F)(F)F)nc2n1	100.9	83.5	86.2	75.3	101.2	113.5	13.8	46.2
CCNCCNc1cc(-c2ccc(C(F)(F)F)cc2)c(C#N)c2nc3ccccc3n12	-47.6*	-42.9*	-67.7*	-50.9*	-32.7*	-96.9*	-73.6*	-38.8*
O=C1CCc2ccc(OCCCCN3CCN(c4cccc(Cl)c4Cl)CC3)cc2N1	.	61.9	63.5	.	50.9	69.1	35.4	60.7
C[C@@H]1NC(=O)[C@H](Cc2ccccc2)N(Cc2cccc(O)c2)C1=O	100.3	96.9	95.6	98.6	91.8	104.0	95.3	92.3
Cc1c[n+](=O)c2ccccc2n1[O-]	107.6&90.0	109.6&110.5	75.8&78.5	83.1&81.8	85.7&93.1	114.3&107.5	99.0&106.1	103.4&106.0
C1=NN(c2ccccc2)C=NN1c1ccccc1	54.1	92.3	.	91.2	89.7	108.9	92.6	.
CN1CCC(C(=O)C(=O)O)C1=O (centres undefined)	99.1	97.6	.	96.3	101.0	100.7	86.2	103.5
O=c1[nH]c(=O)n2c(c1-c1ccccc1)OC(CBr)C2 (centres undefined)	97.4	105.3	105.8	101.0	101.0	109.3	98.2	104.3
CC(c1cc2ccccc2s1)N(O)C(N)=O (centres undefined)	.	84.1	104.7	.	96.8	108.4	82.7	89.8
COc1cc(Nc2nccc(-c3ccc(N4CCN[C@@H](C)C4)nc3)n2)cc(OC)c1OC	.	52.5	52.4	29.5	37.6	58.2	93.7	53.8
O=c1c2c3c(sc2n2c(=O)[nH]nc2n1Cc1ccccc1)CCCC3	98.1	98.1	101.5	97.8	94.1	108.5	105.2	90.7
COc1cc(NC(=O)C(C)Sc2nc3ccccc3c(=O)n2CCc2ccc(S(N)(=O)=O)cc2)cc(OC)c1OC (centres undefined)	93.7	105.9	98.9	.	94.6	107.9	103.3	95.6
CC(=O)Nc1ccc([N+](=O)[O-])cc1Cl	116.0	111.4	85.6	110.0	91.5	99.3	96.4	108.9
COc1ccc(Br)c2c1C(=O)CC2	.	93.1	116.2	.	142.4	116.0	107.4	112.0
C[C@H]1C[C@@H]2[C@H]([C@@H](O)C[C@@]3(C)[C@H]2CC[C@]3(O)C(=O)CF)[C@@]2(C)C=CC(=O)C=C12	115.5	47.4	70.5	121.7	.	99.5	103.2	73.8
COc1ccc(C(=O)c2cc3c(N)c(C(=O)Nc4ccc(C)cc4)sc3nc2C)cc1	18.1	15.7	36.3	13.6	20.5	-42.9*	-16.8*	24.1
c1ccc2nc(-c3ccc4ccccc4n3)ccc2c1	86.8	90.0	82.8	93.3	88.3	91.9	78.9	90.8
COC(=O)c1cccc2c1C(=O)c1ccccc1-2	86.2	80.5	105.9	94.2	71.8	114.2	117.3	105.6
COc1ccc(C)cc1NC(=O)Nc1sc2cc(O)ccc2c1C(N)=O	70.1	96.3	83.3	77.9	78.3	79.8	69.8	96.3
Cc1cc(N2CCC(C)CC2)nc(N2CCN(CC(=O)Nc3ccc4c(ccn4Cc4ccccc4)c3)CC2)n1	78.2	73.0	65.9	33.1	58.3	91.9	52.4	60.9
CCN(CC)Cc1cc(C=C2C(=O)N(C)C(=O)N(C)C2=O)cc(OC)c1O	95.1	103.4	98.6	95.0	100.0	107.5	102.0	98.5
CCn1c(O)c(N=Nc2ccc(S(N)(=O)=O)cc2)c2cc(Br)ccc21	106.5	85.9	102.2	83.1	84.8	104.1	98.7	86.1
Cc1ccc2oc(C)[n+](CCC(=O)O)c2c1	108.8	90.6	102.7	104.6	99.6	102.8	102.4	108.4
Clc1cc(Cl)cc(N2N=C(c3cccc(Nc4ccncc4)c3)CC2c2ccccc2)c1 (centres undefined)	5.2*	28.3	43.6	0.6*	2.5*	-38.9*	37.9	28.5
Cc1cnc(Cl)nc1Sc1nc(N)nc2nc[nH]c12	69.1	95.7	72.5	87.7	99.0	99.8	.	112.0
O=C(COc1ccccc1)OCCOc1ccccc1	.	98.1	102.9	93.1	76.3	94.5	.	115.8
O=C(c1ccccc1)c1cccnc1	98.7&76.7	106.4&81.8	91.9&68.6	109.9&91.7	108.5&75.7	94.4&102.8	84.1&96.5	101.7&87.0
CCN(CC)CCCC(Nc1c2ccc(Cl)cc2nc2ccc(OC)cc12)c1ccc(Cl)cc1 (centres undefined)	-32.9*	-7.2*	25.4	-58.2*	-20.9*	-88.2*	-78.5*	-18.6*
COc1cc(-c2cc(-c3ccc(Nc4ncnc5cc(Cl)ccc45)cc3)nc(N3CCCCC3)n2)cc(OC)c1OC	90.9	106.9	84.7	92.3	90.8	106.2	106.8	108.7
Cc1cccc(NC(=O)C(C)C)c1	99.3	98.4	105.9	104.5	103.5	100.0	104.9	102.7
O=c1oc2ccccc2cc1-c1csc(N2N=C(c3ccccc3)CC2c2ccc(N3CCOCC3)cc2)n1 (centres undefined)	94.5	96.6	106.1	106.5	95.9	110.3	99.7	101.6
O=S(=O)(O)CCSSCCS(=O)(=O)O	105.5&100.4	110.6&103.4	110.1	117.0	117.9&100.8	101.8&101.2	104.8&108.1	110.3&104.1
CC(C)NCC(O)c1ccc(NS(C)(=O)=O)cc1 (centres undefined)	90.1	94.3	120.9	.	99.8	100.5	104.3	102.4
O=C1CCC(=O)N1CC(O)COc1ccccc1 (centres undefined)	120.6&93.5	100.2&138.4	113.2&93.9	102.8&109.7	100.4&93.3	110.5&112.9	122.7&91.1	102.0&113.0
C=C1SC(=Nc2ccccc2Cl)N(C(=O)c2sc3ccccc3c2Cl)C1(C)C	65.4	19.8	54.8	20.3	20.3	99.1	50.0	4.3*
CC(C)c1ccc(S(=O)(=O)Nc2sc3c(c2C(N)=O)CCC(=O)C3)cc1	.	92.1	95.6	101.0	99.5	100.9	98.7	99.0
COc1ccc(C)cc1NC(=O)ON=C1CCCCC1	.	.	103.6	98.8	102.0	106.2	105.7	113.5
S=C(Nc1ccc(Br)cc1)Nc1ccc(Br)cc1	52.5	40.8	107.8	27.3	56.2	80.1	29.6	25.8
O=[N+]([O-])c1cccc(-c2nc3sccn3c2-c2ccnc(NCCCNS(=O)(=O)c3ccc(Br)cc3)n2)c1	51.8	18.6	74.7	31.7	19.7	46.6	29.2	9.9*
COC(=O)C1=CCCCC(O)=C1C(=O)OC	92.0	102.7	101.3	91.6	90.2	112.5	100.8	112.3
COc1cc(C2=NN(C(C)=O)C(c3ccc(Oc4ccc(Br)cc4)cc3)C2)cc(OC)c1OC (centres undefined)	64.6	71.4	78.4	51.6	62.2	84.3	.	51.4
O=C1C2C3CC4C5C3C1C5C1(SCCS1)C42 (centres undefined)	100.1	108.4	92.8	89.4	104.4	109.5	90.8	92.0
CCOc1ccc(N2C(=O)N(c3ccc(SC)cc3)C(=O)C2=S)cc1	94.3	97.5	96.3	87.2	91.7	105.0	130.6	102.6
C#CCNC(=O)[C@]12CC[C@@H](C)[C@H](C)[C@@H]1C1=CC[C@@H]3[C@@]4(C)Cc5c([nH]c6ccccc56)C(C)(C)[C@@H]4CC[C@@]3(C)[C@]1(C)CC2	53.5	85.7	82.7	76.7	78.6	100.3	91.0	90.0
O=c1nc(NCCCC(O)(P(=O)(O)O)P(=O)(O)O)c(F)cn1C1CC(O)C(CO)O1 (centres undefined)	116.7	.	93.2	103.1	158.9	87.0	105.5	166.8
COc1ccc2nc(SCCC(=O)Nc3cc(OC)c(OC)c(OC)c3)n(-c3ccccc3C(F)(F)F)c(=O)c2c1	94.4	104.8	89.3	89.6	100.7	105.6	104.0	100.1
CCCCN(CCCC)Cc1cc(C)c(C)cc1C	130.8	97.1	107.5	104.7	108.0	109.5	109.7	99.5
Next records follow:
SMILES	SR	CCRF-CEM	HOP-62	K-562	MOLT-4	MDA-MB-435	MDA-MB-468	RPMI-8226
CCOC(OCC)C(=O)c1ccccc1	131.7	99.8	98.5	108.7	124.0	109.0	101.7	99.8
Cc1ccccc1[C@H]1C(C(=O)c2ccc(Cl)cc2)C2(N[C@@H]1c1ccccc1)C(=O)Nc1ccc(Br)cc12 (some centres undefined)	-21.5*	5.1*	31.6	1.4*	-2.6*	3.2*	-26.1*	-10.5*
CCCCc1nc2c(N)nc3ccccc3c2n1CC(C)C	89.8	61.2	91.8	26.9	54.4	74.2	24.6	64.0
CN(CCSSCCN1CCOCC1)C(=O)Oc1cc2c(c3ccccc13)[C@H](CCl)CN2C(=O)c1cc2cc(OCCCN3CCC3)ccc2[nH]1	-26.2*	-41.3*	-64.7*	-34.6*	-39.8*	-36.5*	-80.0*	-28.5*
OCCOCC(F)(F)F	78.7	0.0*	111.1	97.2	.	94.4	106.0	90.2
CCCCCC/C=C\CCCCCCCCOc1cccc(CCOP(=O)(O)OCC[N+](C)(C)C)c1	34.3	73.9	79.9	88.2	32.0	98.4	88.3	.
Cn1cc(-c2cc3ncnc(Nc4ccc(NC(=O)Nc5cc(C(C)(C)C)on5)cc4)c3s2)cn1	22.3	22.2	62.7	8.7*	14.3	17.5	31.7	5.7*
Cc1ccc(/C=C2\COc3ccc(O)cc3C2=O)cc1	12.7	2.2*	103.2	17.9	40.6	75.8	91.4	-1.3*
N#C/C(=C\c1ccc(F)cc1)n1nnc2cc(F)c(F)cc21	.	97.8	95.9	100.8	105.0	101.2	92.0	98.7
COc1ccc2c(c1)c(C#N)cc[n+]2C	154.6	95.8	91.7	.	90.7	96.8	36.2	92.0

In the list so far, 2 have a nitro group on carbon.
SMILES	SR	CCRF-CEM	HOP-62	K-562	MOLT-4	MDA-MB-435	MDA-MB-468	RPMI-8226
CC(=O)Nc1ccc([N+](=O)[O-])cc1Cl	116.0	111.4	85.6	110.0	91.5	99.3	96.4	108.9
O=[N+]([O-])c1cccc(-c2nc3sccn3c2-c2ccnc(NCCCNS(=O)(=O)c3ccc(Br)cc3)n2)c1	51.8	18.6	74.7	31.7	19.7	46.6	29.2	9.9*

The list goes on:
SMILES	SR	CCRF-CEM	HOP-62	K-562	MOLT-4	MDA-MB-435	MDA-MB-468	RPMI-8226
COc1cc(-c2ccc(-c3ccc(C(=N)N)s3)s2)cc(OC)c1OC	-20.7*	-7.3*	69.9	-33.6*	4.7*	-34.8*	23.8	-34.7*
COc1ccc(-n2c(C(O)c3ccccc3)n[nH]c2=S)cc1 (centres undefined)	.	98.4	92.5	99.3	83.4	.	98.6	93.3
COc1cccc(/C=N/NC(=O)C[N+](C)(C)C)c1OC	.	100.2	112.7	.	.	104.2	.	98.5
COc1ccc(C2CC(c3cc(Cl)c(C)cc3O)=NN2c2ccc(S(N)(=O)=O)cc2)cc1OC (centres undefined)	.	.	66.2	.	.	61.1	56.4	50.6
